Sm TGR inh: blocks Schistosoma mansoni thioredoxin glutathione reductase; Q962Y6; purified TGR, DTNB reduction, TNB absorbance 405 nm; Potency, µM (doses to about 114 µM), inactives show at the top dose activity change, negative = inhibition, actives largely listed as inhibitors; 3% of 360,000 active; further: potency means the concentration at half of the fitted maximal effect; nearly all actives have a fitted effect of over 60% in size
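TGR 20 nM + NADPH 100 uM (dispensed conc.), cpd preinc 15 min RT; start with NADPH (500 uM addition) then DTNB (15 mM addition). Kinetic TNB absorbance, 405 nm filter. Four-parameter Hill fit across titration.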
LmPK inhibitor: LmPK (Leishmania mexicana) enzyme inhibition | 0.37% of 290,000 active | AID 1721 | purified LmPK, Kinase-Glo ATP luminescence, 1 h | Q27686 | Potency, µM (top dose mostly 57.5 µM), inactives show top-dose activity change, negative = inhibition, hits mostly inhibitors; further: potency means the concentration at half of the fitted maximal effect
Target sequence (Q27686 whole entry, looked up): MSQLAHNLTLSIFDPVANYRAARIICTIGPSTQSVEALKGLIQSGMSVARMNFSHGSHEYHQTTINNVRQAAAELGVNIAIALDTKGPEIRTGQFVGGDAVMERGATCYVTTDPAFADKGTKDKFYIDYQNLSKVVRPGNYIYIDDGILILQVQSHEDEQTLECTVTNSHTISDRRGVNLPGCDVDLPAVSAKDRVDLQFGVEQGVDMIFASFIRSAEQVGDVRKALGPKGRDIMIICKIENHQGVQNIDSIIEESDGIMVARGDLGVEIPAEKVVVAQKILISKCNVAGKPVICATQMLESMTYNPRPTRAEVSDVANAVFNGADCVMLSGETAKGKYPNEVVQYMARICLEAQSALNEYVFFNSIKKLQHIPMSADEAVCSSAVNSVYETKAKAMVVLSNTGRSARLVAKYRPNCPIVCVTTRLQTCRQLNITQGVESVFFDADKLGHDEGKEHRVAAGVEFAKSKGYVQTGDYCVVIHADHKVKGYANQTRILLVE
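Pyruvate kinase activity monitored as ATP production (luciferase luminescence). Conditions: 0.1 nM enzyme, 0.5 mM PEP, 0.1 mM ADP, 1 h, RT; normalized against uninhibited and no-enzyme wells.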
AmpC detergent: blocks E. coli AmpC beta-lactamase in detergent assay | AmpC hydrolysis of nitrocefin, absorbance 480 nm, 0.01% Triton | Potency, µM (doses to about 114 µM), for inactives: at the top dose activity change, negative = inhibition, most hits filed as inhibitors | 0.041% of 370,000 active | AID 485294;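 further: potency means the concentration at half of the fitted maximal effect; 0% = no-compound wells and -100% = no-enzyme wells; nearly all actives have a fitted effect of over 25% in size; some results filed as inactive show a strong effect at the top dose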
Target sequence (P00811 whole entry, looked up): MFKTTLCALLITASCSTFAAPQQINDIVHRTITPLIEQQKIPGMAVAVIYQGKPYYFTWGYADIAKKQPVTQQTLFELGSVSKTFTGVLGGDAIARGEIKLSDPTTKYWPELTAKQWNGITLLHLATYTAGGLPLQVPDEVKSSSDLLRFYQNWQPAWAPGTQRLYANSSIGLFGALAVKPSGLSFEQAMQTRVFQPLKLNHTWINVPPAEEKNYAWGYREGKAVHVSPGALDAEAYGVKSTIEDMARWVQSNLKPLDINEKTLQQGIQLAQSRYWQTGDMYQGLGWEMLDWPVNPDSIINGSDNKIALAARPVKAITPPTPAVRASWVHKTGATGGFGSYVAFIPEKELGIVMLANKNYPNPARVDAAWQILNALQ
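20 mM phosphate pH 7.0 + 0.01% (detergent screen) or 0.0001% Triton X-100; 5.3 nM AmpC reagent; cpd preinc 15 min RT; nitrocefin (800 uM stock) to start; A480 q20 s × 4 min; Activity was normalised to no-enzyme and no-compound control wells.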
Tb PYK inh: blocks Trypanosoma brucei pyruvate kinase. Q57TT1. AID 624173. Potency, µM (highest dose often 76.8 µM), for inactives: top-dose activity, negative = inhibition, hits mostly inhibitors. TbPYK enzyme, Kinase-Glo Plus ATP luminescence, 45 min. 0.12% of 410,000 active; further: potency means the concentration at half of the fitted maximal effect; nearly all actives have a fitted effect of over 50% in size
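Activity of T. brucei pyruvate kinase was followed by Kinase-Glo Plus luminescence after the enzyme reacted 45 min at room temperature with 130 uM ADP (final) and substrate. Test compounds were added before ADP at multiple concentrations.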
AMA1-RON2 inh: disrupts binding of P. falciparum AMA1 to RON2; 0.2% of 360,000 active; Potency, µM (titrated, usually from 58.2 µM), without a hit: at the top dose activity change, negative = inhibition, most hits filed as inhibitors; AlphaScreen AMA1-biotinylated RON2 peptide binding;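 further: potency means the concentration at half of the fitted maximal effect; 0% = vehicle wells and -100% = peptide control; nearly all actives have a fitted effect of over 45% in size; some results filed as inactive show a strong effect at the top dose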
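AMA1 (3D7) with his tag at 25 nM final met compounds first, then biotinylated RON2 peptide at 25 nM; detection used donor plus acceptor beads, 10 µg/mL apiece, read by AlphaScreen after 30 min at room temperature.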
HCMV inh: human cytomegalovirus inhibition | HFF cells, HCMV-luciferase reporter, 72 h; stronger effect = lower value | activity change, negative = inhibition, % at 57.5 µM | 4.5% of 410,000 active; in the data active means activity change below about -60%; inconclusive means no clear call, values can overlap the other calls; inactive means above about -39%
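Compounds were evaluated in HFFs infected with an HCMV luciferase reporter virus (MOI 1 PFU/cell). Luciferase in lysates collected 72 h post infection served as the replication measure.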
AmpC no deterg: inhibitors of E. coli AmpC beta-lactamase without detergent; AmpC nitrocefin hydrolysis, absorbance 480 nm, 0.0001% Triton; Potency, µM (titrated, usually from 57.1 µM), inactives show top-dose activity change, negative = inhibition, actives largely listed as inhibitors; 0.52% of 330,000 active; AID 485341;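 further: potency means the concentration at half of the fitted maximal effect; plate controls were no compound for no effect and no enzyme for full effect; nearly all actives have a fitted effect of over 20% in size; some results filed as inactive show a strong effect at the top dose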
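20 mM phosphate pH 7.0 + 0.01% (detergent screen) or 0.0001% Triton X-100; 5.3 nM AmpC reagent; cpd preinc 15 min RT; nitrocefin (800 uM stock) to start; A480 q20 s × 4 min; Activity was normalised to no-enzyme and no-compound control wells.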
Numbers without * were called inactive; ? = inconclusive; . = not tested or not shown; & = joins results of further samples; [ ] = dose if it differs, or a comment. Unless noted, the call rests on the fitted dose curve; in most records, active means well fitted curve in the direction sought with a large enough effect; inconclusive means small, poorly fitted or top-dose-only effect, or another doubt; inactive means no such curve, though single readings can be large; an effect the other way counts as inactive or inconclusive. Unless noted, on the % scale 0 is the no-effect control and ±100 the full control effect.

Values run as follows: Sm TGR inh, LmPK inhibitor, AmpC detergent, Tb PYK inh, AMA1-RON2 inh, HCMV inh, AmpC no deterg
Cc1cccc(-n2c(-c3cccs3)nc3ccccc3c2=O)c1
 : 0%, 6%, 2%, -7%, -19%, -17, -13%
COc1cccc(NC(=O)Nc2ccc3c(c2)N(C)C(=O)CS3)c1
 : 0%, 5%, -7%, -4%, 0%, -26, 3.2µM*
COc1ccc(OCCSc2nnc(-c3cccnc3)n2N)cc1
 : 3%, -1%, -5%, -13%, -5%, -19, -6%
CCN(CC)CCNC(=O)C1(O)c2cc(Br)ccc2NC(=O)N1c1cccc(OC)c1 (stereo not given)
 : -18%, -2%, -1%, -4%, 14%, ?, -28%
COc1cccc(-c2cc(C(F)(F)F)c3c(N)c(C#N)sc3n2)c1
 : 0%, 0%, -16%, ., ., ., -6%
Cc1ccc(NC(=O)C2CCCN2S(=O)(=O)c2ccc3c(c2)CCC(=O)N3)cc1Cl (stereo not given)
 : -13%, -1%, -14%, 0%, -8%, -5, -2%
CCOc1cc(C(=O)N2CCC(c3ccncc3)CC2)cc(OCC)c1OCC
 : -14%, ., -6%, -1%, ., -1, .
CCN1C(=O)C2C(C1=O)N1C(c3cccs3)C3C(=O)N(CC)C(=O)C3N1C2c1cccs1 (stereo not given)
 : -1%, -3%, -4%, -6%, 3%, -5, -9%
CS(=O)(=O)N1CCc2cc(C(=O)N3CCN(c4ccc(F)cc4)CC3)ccc21
 : -2%&2%, -2%, -2%&-4%, 0%&0%, -6%, 0&-28, 94%[activator]
O=C(NC1CCCN(Cc2ccc(Cl)cc2)C1)c1c(F)ccc(F)c1F (stereo not given)
 : -4%, -3%, 8%, -2%, 30%, 107, -2%
Cc1cccnc1C(NC(=O)C1CCN(Cc2ccc3ccccc3n2)CC1)c1ccc(Cl)cc1 (stereo not given)
 : ., ., ., 3%, 22%, 43, .
O=C(NCCN1CCOCC1)c1ccc(S(=O)(=O)Nc2ccccc2)cc1
 : ., ., ., -2%, 16%, -14, -5%
CC(=O)c1ccc(NC(=O)CN2CCN(c3ncccn3)CC2)cc1
 : -26%, 1%, 1%, 2%, -11%, 38, -6%
CN(C)CCN(C(=O)C1CCN(S(=O)(=O)c2cccs2)CC1)c1nc2ccccc2s1
 : -9%, ., -10%, -2%, 9%, 17, -1%
Cn1c(N/N=C/c2cccs2)cc(=O)n(C)c1=O
 : -26%, -9%, ?, -11%, 95%[activator], 35, -19%
Cc1[nH]nc2c1C(c1ccoc1)C(C#N)=C(N)O2 (stereo not given)
 : -19%, -2%, ?, 0%, -4%, 39, -29%
Cc1ccc(-c2nnn(CC(=O)Nc3ccccc3N3CCOCC3)n2)cc1
 : -5%, 0%, -6%, 2%, 34%[activator], 32, 7%
COc1cc(N=Nc2ccc3ccccc3c2)ccc1O
 : -12%, 2%, 1%, -1%, ?, 102, -24%
CCOC(=O)C1=C(N)Oc2c(oc(CO)cc2=O)C1c1ccc(Cl)cc1 (stereo not given)
 : 13%, 6%, -3%, -18%, -14%, 21, 13%
COc1ccc(/C=N/NC(=O)c2nnn(-c3nonc3N)c2-c2cccs2)cc1OC
 : 4%, 1%, -1%, 0%, 5%, 0, 6%
COc1cccc(/C=N/n2nnc3c(cnn3-c3ccccc3)c2=O)c1
 : -9%, 8%, -17%, 0%, 6%, -9, 1%
N#CCC1c2ccccc2CCN1C(=O)Nc1cccc(Cl)c1 (stereo not given)
 : 4%, 5%, -1%, 1%, 1%, -21, -25%
Nc1nonc1-n1nnc(C(=O)N/N=C/c2cc(Br)ccc2O)c1CNc1ccccc1
 : 1%, -9%, -5%, -7%, 21%, -93*, -45%
CC(C)n1nccc1N(Cc1ccc(C#N)cc1)S(=O)(=O)c1ccccc1
 : 1%, 0%, -12%, -8%, -8%, -2, 17%
O=S(=O)(c1ccc2nc(Nc3ccc(Br)cc3F)ccc2c1)N1CCCC1
 : -7%, ., -3%, 2%, ., -4, .
Cc1cccc(NC(=O)CSc2ccc3nnc(-c4cccnc4)n3n2)c1
 : -2%, -6%, 2%, -6%, -23%, 4, -19%
Cc1cc(NC(=O)CCC(=O)N(Cc2ccco2)C(C(=O)NC2CCCC2)c2ccccc2C)no1 (stereo not given)
 : -22%, 0%, 0%, -5%, -16%, 29, -5%
CCOC(=O)C(=O)N(C)c1c(CC)nc2c(OCc3ccc(OC)cc3)cccn12
 : ., ., ., -5%, -9%, -4, .
O=C(NC1CCN(Cc2ccccc2)CC1)c1ccccc1
 : 0%, 1%, 3%, -3%, 1%, -9, -35%
CC(=O)c1ccc(NC(=O)c2cn3c4c(ccc(Cl)c4c2=O)OC(C)C3)cc1 (stereo not given)
 : 0%, ., 15%, -2%, ., 3, .

An excerpt of these results, as labelled records:
canonical_smiles: CCN(CC)CCNC(=O)C1(O)c2cc(Br)ccc2NC(=O)N1c1cccc(OC)c1 (stereo not given)
- Sm TGR inh: -18%
- LmPK inhibitor: -2%
- AmpC detergent: -1%
- Tb PYK inh: -4%
- AMA1-RON2 inh: 14%
- HCMV inh: ?
- AmpC no deterg: -28%
canonical_smiles: COc1cccc(-c2cc(C(F)(F)F)c3c(N)c(C#N)sc3n2)c1
- Sm TGR inh: 0%
- LmPK inhibitor: 0%
- AmpC detergent: -16%
- Tb PYK inh: .
- AMA1-RON2 inh: .
- HCMV inh: .
- AmpC no deterg: -6%
canonical_smiles: Cc1ccc(NC(=O)C2CCCN2S(=O)(=O)c2ccc3c(c2)CCC(=O)N3)cc1Cl (stereo not given)
- Sm TGR inh: -13%
- LmPK inhibitor: -1%
- AmpC detergent: -14%
- Tb PYK inh: 0%
- AMA1-RON2 inh: -8%
- HCMV inh: -5
- AmpC no deterg: -2%

Continued.
Values run as follows: Sm TGR inh, LmPK inhibitor, AmpC detergent, Tb PYK inh, AMA1-RON2 inh, HCMV inh, AmpC no deterg
COc1cccc(/C=C/C(=O)OCC(=O)Nc2cc(S(=O)(=O)N3CCOCC3)ccc2C)c1
 : -1%, -3%, 1%, -2%, 2%, 13, 58%
CC1Nc2ccccc2C(=O)N1NS(C)(=O)=O (stereo not given)
 : -3%, 11%, 3%, -10%, -2%, ?, -7%
CCN1CCN(C(=O)CCc2nc3ccccc3n2-c2ccccc2)CC1
 : 3%, 0%, ?, -1%, 16%, 3, 8%
COc1ccc(C(=O)NC(C)c2cc(OC)c(OC)cc2Br)cc1 (stereo not given)
 : -21%, 0%, 1%, -5%, 2%, -34, 1%
C[C@H](NC(=O)c1ccco1)C(=O)Nc1ccc2c(c1)OCO2
 : -1%, 0%, -4%, -6%, -18%, 7, 1%[2.29 µM]
O=C1CN(C(=O)COC(=O)CNS(=O)(=O)/C=C/c2ccccc2)c2ccccc2N1
 : 0%, 4%, -2%, 2%, -4%, ?, -7%
CCCN(CC(=O)Nc1ccccc1C)C(=O)C1CCN(S(=O)(=O)c2ccc(C)c(C)c2)CC1
 : ., ., ., 7%, -14%, -61*, .
CCn1c(SCC(=O)Nc2cccc(C(C)=O)c2)nnc1C(C)C
 : 3%, -3%, -2%, 1%, -2%, -7, -7%
Cc1c(Br)c(=O)oc2c(C)c(O)ccc12
 : -1%, -1%, ?, -1%, 0%, 5, -24%
CC(=O)c1ccc(Nc2nc(-c3sc(C)nc3C)cs2)cc1
 : ., ., ., -2%, 7%, -29, .
COc1ccccc1NC(=O)Cc1nnc(SCC(=O)Nc2nccs2)n1C
 : 4%, -12%, -2%, -18%, -15%, -22, 60%
CCOc1ccccc1CN1CCNC(=O)C1CC(=O)NCc1ccccn1 (stereo not given)
 : ?, -2%, -2%, 2%, 118%[activator], 17, 24%
CCCN(CC(=O)Nc1ccccc1OC)C(=O)CN1C(=O)NC(C)(C)C1=O
 : ., ., ., -1%, 15%, -18, .
Cc1cc(C(=O)NCCc2ccc(Cl)cc2)no1
 : ., 1%, -1%, -4%, -1%, ?, -13%
CCCCN1C(=O)CN(C2CCCCCC2)C(=O)C1c1ccc(OC(C)C)c(OC)c1 (stereo not given)
 : ?, ., -7%, -9%, ., -33, .
COc1cccc(NC(=S)Nc2cc(C)cc(C)n2)c1
 : -23%, 0%, 8%, 5%, 16%, -67*, -19%
COc1ccc(-c2ccc(=O)n(Cc3cccc([N+](=O)[O-])c3)n2)cc1
 : -1%, 2%, -1%, -1%, -4%, -38, 12%
O=C(CCCCCn1c(=S)[nH]c2ccc(N3CCOCC3)cc2c1=O)NCc1ccc(Cl)cc1
 : -12%, 1%, ?, -3%, 49%[activator], -75*, -29%
Cn1c(=O)oc2cc(S(=O)(=O)CCC(=O)NCc3ccc(Cl)cc3)ccc21
 : -4%, ., 7%, -1%, ., -1, .
Cc1cc(-c2nc(C)c(-c3nnc(SCC(=O)Nc4cc(Cl)cc(Cl)c4)n3C)s2)no1
 : -9%, -2%, 1%, 7%, -9%, 61, -5%
CC(=O)OC1(c2ccccc2)CCN(C)C2CCCCC21 (stereo not given)
 : -1%, 1%, -10%, 0%, 10%, -21, -12%
c1cnc2c(Oc3ncnc4sccc34)cccc2c1
 : 21%, -1%, 7%, 2%, -1%, -5, -15%
CCOC(=O)N1CCC(NCCNC(=O)c2cccs2)CC1
 : 4%, -5%, 0%, 6%, -6%, -16, -22%
CCOC(=O)C1(CCCc2ccccc2)CCN(C(=O)c2ocnc2C)CC1
 : 6%, 1%, 1%, 7%, 7%, 1, 159%[activator]
COCCN(Cc1ccccc1)C(=S)Nc1ccc(OC(F)F)cc1
 : 3%, 0%, -2%, -4%, -3%, ?, 1%
CCOc1ccc(NC(=O)c2cc3ccccc3cc2O)cc1
 : -8%, 6%, ?, 3%, -2%, 18, -45%
COc1ccc(NC(=O)NCc2ccccc2F)cc1OC
 : -10%[57.1 µM], -7%, -1%, -3%, 8%, -9, -8%
O=C(CN1CCN(Cc2ccc(F)cc2Cl)CC1)NCc1ccccc1
 : -5%, 8%, 5%, 1%, 3%, -36, 147%[activator]
COc1ccc([N+](=O)[O-])cc1NC(=O)c1ccc(N2C(=O)CCC2=O)cc1
 : 10%, -2%, 4%, 1%, 4%, ?, -25%
CC(C)(CNC(=O)C1c2ccccc2-c2ccccc21)N1CCOCC1
 : 0%, 0%, -11%, -1%, -10%, -6, 9%
C=CCc1cccc2cc(-c3nc4ccc(C(=O)O)cc4[nH]3)c(=O)oc12
 : 3%, ., 13%, 2%, ., 57, .
NN1C(=O)NC(c2ccccc2)(c2ccccc2)C1=O
 : 3%, 0%, -14%, -3%, 10%, -30, -17%

Outcome played no part in choosing rows; any-hit rate near 7.4%.
